Screening data from PubChem.
IMPase cell inh: IMPase inhibition in cells; 120,000 tested, under 10 active; P97697; AID 901; CHO-M1 cells, IP1 accumulation, HTRF TR-FRET ratio; inhibition (IP1 accumulation), % at 46.1 µM; active = well fitted curve in the direction sought with a large enough effect in the signal ratio, not every such curve was filed as active; inconclusive = small, poorly fitted or top-dose-only effect, or a change in a side signal; inactive = no such curve, though single readings can be large or run the other way; the % refers to the signal ratio;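 also: cells stimulated with carbachol in lithium chloride buffer; plate controls were DMSO basal wells for no effect and reference inhibitor wells for full effect; higher means more IMPase inhibition seen as more IP1 and lower FRET ratio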
Target sequence (P97697 whole entry, looked up): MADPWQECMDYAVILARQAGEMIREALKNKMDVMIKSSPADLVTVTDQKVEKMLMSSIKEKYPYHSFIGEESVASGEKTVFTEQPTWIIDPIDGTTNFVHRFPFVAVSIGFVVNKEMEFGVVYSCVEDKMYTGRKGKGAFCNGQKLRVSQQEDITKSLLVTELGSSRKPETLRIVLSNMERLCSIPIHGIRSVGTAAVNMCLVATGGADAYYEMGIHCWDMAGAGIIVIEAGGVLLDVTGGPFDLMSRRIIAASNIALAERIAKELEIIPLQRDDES
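Carbachol-driven Gq signalling in CHO-M1 cells (2000/well) generates IP1. Compounds that block IMPase raise IP1 and so reduce the FRET signal from Eu-anti-IP1 and d2-IP1 after a 10 min room-temperature lysis.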
Active calls of the source: *.

What do the screens show for `COC(=O)c1c(N)n(-c2cc(Cl)cc(Cl)c2)c2nc3ccccc3nc12`?
IMPase cell inh: 3

How did O=C(CSc1nnc2scc(-c3ccccc3)n12)Nc1ccc(Cl)cc1 do in these assays?
IMPase cell inh: 9

What do the screens show for `COc1ccc(NC(=O)c2ncn(-c3ccccc3)n2)cc1Cl`?
IMPase cell inh: 10

What do the screens show for `COc1ccc(-c2nnc(Nc3ccc(OCC(N)=O)cc3)c3ccccc23)cc1`?
IMPase cell inh: 2

How did COc1ccccc1C(=O)Nc1ccc(NC(=O)c2cccs2)cc1 do in these assays?
IMPase cell inh: -5

How did CCOC(=O)c1c(NC(=O)COc2ccccc2Br)sc2c1CCCCC2 do in these assays?
IMPase cell inh: 5

Results for Cc1cc(C)cc(NC(=O)c2ncn(-c3ccccc3)n2)c1 ?
IMPase cell inh: 0

Results for CC(=O)c1cccc(NC(=O)Nc2c(C)n(C)n(-c3ccccc3)c2=O)c1 ?
IMPase cell inh: 6

Results for CC1CCc2c(sc(NC(=O)c3ccc(Cl)cc3Cl)c2C#N)C1 (stereo unspecified) ?
IMPase cell inh: -3

How did CCOc1cccc(C2Nc3ccccc3-c3cc(C)nn32)c1O (stereo unspecified) do in these assays?
IMPase cell inh: 11

How did CCn1cnc2c(=O)oc3ccc(S(=O)(=O)N4CCN(c5cc(C)ccc5C)CC4)cc3c21 do in these assays?
IMPase cell inh: -3

What do the screens show for `COc1cccc(-c2cc(C(F)(F)F)n3nc(C)c(-c4ccccc4)c3n2)c1`?
IMPase cell inh: -6

Results for COc1ccc(-c2nnc(SCC(=O)N3CCc4ccccc43)o2)cc1OC ?
IMPase cell inh: 5

How did Cc1cccn2cc(-c3cccc(NS(=O)(=O)c4ccc(Cl)c(Cl)c4)c3)nc12 do in these assays?
IMPase cell inh: -1

What do the screens show for `COC(=O)c1ccc(C(=O)OC)c(NC(=O)c2c(-c3ccccc3)noc2C)c1`?
IMPase cell inh: 7

How did CCc1ccc(NC(=O)C2CCN(S(=O)(=O)c3c(C)noc3C)CC2)cc1 do in these assays?
IMPase cell inh: 1

How did COc1ccc(C2N=C(N)Nc3nc4ccccc4n32)c(OC)c1OC (stereo unspecified) do in these assays?
IMPase cell inh: -3

How did COc1ccc(-c2nn(-c3ccccc3)cc2C(=O)Nc2ccccc2OC)cc1 do in these assays?
IMPase cell inh: -3

Results for CCOc1ccc(C(=O)Nc2c(C(=O)c3ccc(OC)cc3)oc3ccccc23)cc1 ?
IMPase cell inh: 11

What do the screens show for `Cc1ccc(N(C(=O)c2cccc(C)c2)S(=O)(=O)c2ccc(Cl)cc2)cc1`?
IMPase cell inh: 4

Results for CC(C)c1ccccc1NC(=O)C(Cc1c[nH]c2ccccc12)NC(=O)OC(C)(C)C (stereo unspecified) ?
IMPase cell inh: 3

What do the screens show for `O=C(CSc1nnc2scc(-c3ccc(Cl)cc3)n12)Nc1cccc(C(F)(F)F)c1`?
IMPase cell inh: 1

What do the screens show for `O=C(COc1ccc(S(=O)(=O)NC2CCCCC2)cc1)Nc1ccc(C(F)(F)F)cc1`?
IMPase cell inh: 11

How did Cc1ccc(/C=C(\C#N)c2nc(-c3ccc(-c4ccccc4)cc3)cs2)cc1 do in these assays?
IMPase cell inh: inconclusive

What do the screens show for `CCc1nc2nc(C)cc(Nc3cccc(C)c3C)n2n1`?
IMPase cell inh: -1

Results for COc1cc(NS(=O)(=O)c2ccc(NC(=O)c3ccc(C(C)=O)cc3)cc2)nc(OC)n1 ?
IMPase cell inh: -9

Results for Cc1ccc(NC(=O)c2cc3nc(-c4ccccc4)cc(-c4ccccc4)n3n2)cc1 ?
IMPase cell inh: -15

Results for CCOCCCn1c(=N)c(S(=O)(=O)c2ccc(C)cc2)cc2c(=O)n3cccc(C)c3nc21 ?
IMPase cell inh: 6

How did Cc1ccccc1OCCn1cc(C(=O)C2CCCCC2)c2ccccc21 do in these assays?
IMPase cell inh: -3

What do the screens show for `Cc1ccccc1Nc1c(-c2cccnc2)nc2ccc(Cl)cn12`?
IMPase cell inh: 6

What do the screens show for `CCOc1nc(-c2ccccc2)ccc1-c1noc(-c2ccc(C)cc2)n1`?
IMPase cell inh: -4

Results for Cc1cccc(NC(=O)c2c(NC(=O)c3ccccc3)sc3c2CCC3)c1 ?
IMPase cell inh: -6

What do the screens show for `CCOc1ccc(-c2cc(OC(=O)c3ccccc3)c3c(C)oc(C)c3c(=O)c2)cc1`?
IMPase cell inh: -2

What do the screens show for `Cc1cc2ccccc2n1CCNC(=O)c1cc(C(F)(F)F)cc(C(F)(F)F)c1`?
IMPase cell inh: 13

Results for Cc1cccc(N2CCN(C(c3ccccc3)c3nnc(-c4ccccc4Cl)o3)CC2)c1C (stereo unspecified) ?
IMPase cell inh: 1

How did CC1CCN(c2oc(-c3cccs3)nc2S(=O)(=O)c2ccccc2)CC1 do in these assays?
IMPase cell inh: 2

What do the screens show for `CCOCCCn1c(=N)c(C(=O)NC2CCCCC2)cc2c(=O)n3ccccc3nc21`?
IMPase cell inh: 1

What do the screens show for `CCc1ccc(OCC(=O)Nc2ccc3c(c2)c2ccccc2n3CC)c(Br)c1`?
IMPase cell inh: 1

Results for COc1ccc(-c2[nH]c(-c3ccc(F)cc3)nc2SCC(=O)Nc2ccc(OC)c(OC)c2)cc1 ?
IMPase cell inh: 10

Results for CCCCCOC(=O)CSc1nc2sc3c(c2c(=O)n1Cc1ccccc1)CC(C)(CC)OC3 (stereo unspecified) ?
IMPase cell inh: 3

Reprinted from the part before: 3 compounds; new compounds follow.
What do the screens show for `CCc1ccc(OCC(=O)Nc2ccc3c(c2)c2ccccc2n3CC)c(Br)c1`?
IMPase cell inh: 1

Results for COc1ccc(-c2[nH]c(-c3ccc(F)cc3)nc2SCC(=O)Nc2ccc(OC)c(OC)c2)cc1 ?
IMPase cell inh: 10

Results for CCCCCOC(=O)CSc1nc2sc3c(c2c(=O)n1Cc1ccccc1)CC(C)(CC)OC3 (stereo unspecified) ?
IMPase cell inh: 3

How did CCCCOC(=O)c1cccc(NC(=O)c2cc3ccccc3o2)c1 do in these assays?
IMPase cell inh: 1

How did Cc1cc(OCC(=O)Nc2cc(-c3nc4ncccc4o3)ccc2C)ccc1Cl do in these assays?
IMPase cell inh: -2

How did COc1ccc(NC(=O)Cn2c(=O)n(Cc3ccc(C(=O)NCc4ccccc4Cl)cc3)c(=O)c3ccccc32)cc1OC do in these assays?
IMPase cell inh: 4

What do the screens show for `O=S(=O)(c1ccccc1)c1nc(-c2ccc(Cl)cc2Cl)oc1N1CCCCCC1`?
IMPase cell inh: 2

Results for CCc1cccc(OCC(=O)Nc2ccc(S(=O)(=O)Nc3ncccn3)cc2)c1 ?
IMPase cell inh: -3

Results for CCOc1ccccc1OCCCn1c(-c2ccc(Cl)cc2)nc2ccccc2c1=O ?
IMPase cell inh: -12

What do the screens show for `CCOC(=O)c1ccc(NC(=O)CC2Nc3ccccc3NC2=O)cc1` (stereo unspecified)?
IMPase cell inh: 2

How did CC(=O)c1ccc(NC(=O)CC2Nc3cc(C)c(C)cc3NC2=O)cc1 (stereo unspecified) do in these assays?
IMPase cell inh: -2

How did Cc1ccc2nc3c(cc(C(=O)NCc4ccco4)c(=N)n3C(C)C)c(=O)n2c1 do in these assays?
IMPase cell inh: 4

How did CCCOC1(C(F)(F)F)NC(=O)N(c2ccc(Cl)cc2)C1=O (stereo unspecified) do in these assays?
IMPase cell inh: -5

How did Cc1ccc(-c2nnc(Nc3ccc(Br)cc3)c3ccccc23)cc1S(=O)(=O)NCc1nc2ccccc2[nH]1 do in these assays?
IMPase cell inh: -13

How did CCCOc1cccc(C2c3c(oc4ccc(F)cc4c3=O)C(=O)N2CCCN2CCOCC2)c1 (stereo unspecified) do in these assays?
IMPase cell inh: -2

Results for CC1=C(C(=O)Nc2cccnc2)C(c2ccccc2Cl)n2nc(-c3ccccc3)nc2N1 (stereo unspecified) ?
IMPase cell inh: -3

How did COc1ccc(-c2cc(OC(=O)c3cccc(Cl)c3)c3c(C)oc(C)c3c(=O)c2)cc1 do in these assays?
IMPase cell inh: 1

Results for CCCc1ccc(-c2ccc(C(=O)Oc3ccc(Br)cc3)cc2)nc1 ?
IMPase cell inh: 0

Results for Cc1cccc(N2CCN(C(=O)C3CCC(CNS(=O)(=O)c4ccc(Br)s4)CC3)CC2)c1C (stereo unspecified) ?
IMPase cell inh: 8

What do the screens show for `Cc1nn(C(=O)c2ccc(Br)cc2)c(C)c1Sc1ccccc1`?
IMPase cell inh: 3

Results for COc1cc2c(=O)n(CCc3ccccc3)c(=O)n(CC(=O)Nc3ccccc3)c2cc1OC ?
IMPase cell inh: 0

Results for COc1cccc([C@H]2Nc3ccc(S(=O)(=O)Nc4cc(C)ccc4C)cc3[C@H]3C=CC[C@H]32)c1 ?
IMPase cell inh: -1

How did Cc1ccc(-c2nc3n(n2)C(=O)CC(c2ccc(C)cc2)S3)cc1 (stereo unspecified) do in these assays?
IMPase cell inh: -6

What do the screens show for `Cc1ccc(Cl)cc1N1CCN(C(=O)CCS(=O)(=O)c2cc(Br)cc3c2N(C(=O)C2CC2)CC3)CC1`?
IMPase cell inh: inconclusive

Results for CCc1ccc(NS(=O)(=O)c2ccc3oc(=O)c4ncn(CC)c4c3c2)cc1 ?
IMPase cell inh: -1

How did Cc1ccc2nc3c(cc(C(=O)NC4CCCCC4)c(=N)n3C(C)C)c(=O)n2c1 do in these assays?
IMPase cell inh: 1

What do the screens show for `CCOC(=O)C1CCCN(S(=O)(=O)c2ccc3c(c2)CCN3C(=O)CC)C1` (stereo unspecified)?
IMPase cell inh: inconclusive

Results for Cc1ccc(C(=O)c2oc3ccccc3c2NC(=O)COc2ccccc2Cl)cc1 ?
IMPase cell inh: inconclusive

What do the screens show for `CCOc1ccc2c(c1)sc1nc(=O)n(-c3ccc(Cl)c(Cl)c3)c(=O)n12`?
IMPase cell inh: -2

How did O=C(Cc1ccccc1)Nc1sc2c(c1C(=O)Nc1ccccc1Cl)CCCC2 do in these assays?
IMPase cell inh: 0

What do the screens show for `COc1ccc(S(=O)(=O)Nc2cc3c(cc2N2CCOCC2)n(C)c(=O)n3C)cc1`?
IMPase cell inh: 5

What do the screens show for `Cc1cccc(NC(=O)c2sc3nc4c(cc3c2N)CCCCCC4)c1C`?
IMPase cell inh: -13

Results for COCCNC(=O)CSc1nc(-c2ccc(F)cc2)[nH]c1-c1ccc(Cl)cc1 ?
IMPase cell inh: -2

Results for O=C(Nc1ccc2oc(-c3cccc4c(Br)cccc34)nc2c1)c1cccc(Cl)c1 ?
IMPase cell inh: -11

How did COc1ccc(-n2nc3ccc(NC(=O)c4ccc(-c5cc(Cl)ccc5Cl)o4)cc3n2)cc1 do in these assays?
IMPase cell inh: -3

Results for CCOc1ccccc1NC(=O)c1c(NC(=O)c2cccc(C)c2)sc2c1CCC2 ?
IMPase cell inh: -3

Results for CCc1ccccc1Nc1nc2cc(Cl)c(Cl)cc2nc1-n1nc(C)cc1C ?
IMPase cell inh: 3

How did COc1ccccc1C(=O)CC1(O)C(=O)N(CC(N)=O)c2ccccc21 (stereo unspecified) do in these assays?
IMPase cell inh: 4

What do the screens show for `Cc1ccc(CN2C(=O)c3oc4ccc(C)cc4c(=O)c3C2c2ccc(O)cc2)cc1` (stereo unspecified)?
IMPase cell inh: 1

Results for CCc1nnc2c(NCc3ccccc3)nc3ccccc3n12 ?
IMPase cell inh: -7

Results for COCCOC(=O)C1=C(C)N=C2SCCC(=O)N2C1c1ccc(OCc2ccccc2)c(OC)c1 (stereo unspecified) ?
IMPase cell inh: 4

What do the screens show for `COc1cc(C2C(C(=O)OC(C)C)=C(C)N=C3SCCC(=O)N32)ccc1OCc1ccccc1` (stereo unspecified)?
IMPase cell inh: -6

Results for COc1ccc(-c2nc3ccccc3o2)cc1NC(=O)COc1c(C)cc(Cl)cc1Cl ?
IMPase cell inh: 1

Looked up by structure from the list above, 4 records:
What do the screens show for `CCOc1nc(-c2ccccc2)ccc1-c1noc(-c2ccc(C)cc2)n1`?
IMPase cell inh: -4

How did CC1CCN(c2oc(-c3cccs3)nc2S(=O)(=O)c2ccccc2)CC1 do in these assays?
IMPase cell inh: 2

Results for COc1cc(NS(=O)(=O)c2ccc(NC(=O)c3ccc(C(C)=O)cc3)cc2)nc(OC)n1 ?
IMPase cell inh: -9

What do the screens show for `CCc1nc2nc(C)cc(Nc3cccc(C)c3C)n2n1`?
IMPase cell inh: -1

Additional records follow:
Results for C#CCSc1nc(-c2ccccc2)cc(-c2ccccc2)c1C#N ?
IMPase cell inh: 8

How did COc1cccc(C(=O)Nc2ccc(NC(=O)c3ccc(C(C)(C)C)cc3)cc2)c1 do in these assays?
IMPase cell inh: 4

How did COc1ccc(C(=O)Nc2cc3c(cc2N2CCCC2)n(C)c(=O)c(=O)n3C)cc1OC do in these assays?
IMPase cell inh: 20

What do the screens show for `CCCCCCSc1nnc2c(n1)OC(C)Nc1ccc(Br)cc1-2` (stereo unspecified)?
IMPase cell inh: 6

What do the screens show for `COc1ccc2c(c1)Cc1sc(NC(=O)c3ccccc3Br)nc1-2`?
IMPase cell inh: 5

What do the screens show for `COc1ccccc1C(=O)Nc1ccc2oc(-c3cccc(Cl)c3Cl)nc2c1`?
IMPase cell inh: 1

Results for CCC1=Nc2cc(C(=O)NCC(C)c3ccccc3)ccc2Sc2ccc(C)cc21 (stereo unspecified) ?
IMPase cell inh: 8

How did COc1cccc(OCCCCn2c(-c3ccc(Cl)cc3)nc3ccccc3c2=O)c1 do in these assays?
IMPase cell inh: 7

Results for Cc1ccc(Nc2cc(C)c(C#N)c3nc4ccccc4n23)cc1Cl ?
IMPase cell inh: 9

How did CC(=O)c1cccc(NC(=O)CCS(=O)(=O)c2cc(Br)cc3c2N(C(=O)C2CC2)CC3)c1 do in these assays?
IMPase cell inh: -6

Results for CC1=C(C(=O)OCC2CCCCC2)C(c2c(F)cccc2Cl)CC(=O)N1 (stereo unspecified) ?
IMPase cell inh: -1

What do the screens show for `COc1ccc(NC(=O)C(=O)NCCc2ccc(OC)c(OC)c2)c(OC)c1`?
IMPase cell inh: 5

The list is partial. The share of hits here may be higher or lower than overall.
